# Screens (PubChem BioAssay)
# Hck-Nef inh: human Hck-Nef kinase inhibition; Recombinant Hck-YEEI plus Nef, Z-Lyte FRET kinase assay; inhibition, % at 20 µM; 0.68% of 220,000 active; AID 463187;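 active means Hck-Nef kinase inhibition above about 50%, limit read from the data; inactive means inhibition below that limit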;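 further: 0% = DMSO with Hck plus Nef and 100% = Hck alone without Nef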
# Target sequence (P08631 whole entry, looked up): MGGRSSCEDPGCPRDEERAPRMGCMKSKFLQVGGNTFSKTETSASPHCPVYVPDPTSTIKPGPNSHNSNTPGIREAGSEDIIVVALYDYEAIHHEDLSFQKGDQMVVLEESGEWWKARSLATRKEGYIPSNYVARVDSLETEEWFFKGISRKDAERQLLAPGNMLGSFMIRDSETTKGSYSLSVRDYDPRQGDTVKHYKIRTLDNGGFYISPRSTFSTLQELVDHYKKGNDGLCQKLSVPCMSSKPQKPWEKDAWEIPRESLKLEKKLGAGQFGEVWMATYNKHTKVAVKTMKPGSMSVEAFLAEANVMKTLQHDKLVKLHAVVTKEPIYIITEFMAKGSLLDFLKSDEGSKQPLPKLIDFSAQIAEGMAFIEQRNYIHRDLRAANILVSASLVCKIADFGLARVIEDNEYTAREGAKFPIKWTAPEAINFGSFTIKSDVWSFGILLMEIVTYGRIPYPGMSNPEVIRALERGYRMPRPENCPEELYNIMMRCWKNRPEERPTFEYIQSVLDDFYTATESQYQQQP
# EP2 modulator: EP2 receptor (human) modulation; EP2-expressing cells, cAMP HTRF FRET, PGE2 co-stimulation; induction, % at 25 µM; 0.83% of 260,000 active; AID 940;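 active means compounds whose cAMP rise, as percent of the full-agonist control response, exceeds 60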;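 further: rat C6 glioma line stably carrying human EP2 under a CMV promoter; the protocol text gives 20 µM as final concentration; 100% = response of wells given 1 µM PGE2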
# Target sequence (P43116 whole entry, looked up): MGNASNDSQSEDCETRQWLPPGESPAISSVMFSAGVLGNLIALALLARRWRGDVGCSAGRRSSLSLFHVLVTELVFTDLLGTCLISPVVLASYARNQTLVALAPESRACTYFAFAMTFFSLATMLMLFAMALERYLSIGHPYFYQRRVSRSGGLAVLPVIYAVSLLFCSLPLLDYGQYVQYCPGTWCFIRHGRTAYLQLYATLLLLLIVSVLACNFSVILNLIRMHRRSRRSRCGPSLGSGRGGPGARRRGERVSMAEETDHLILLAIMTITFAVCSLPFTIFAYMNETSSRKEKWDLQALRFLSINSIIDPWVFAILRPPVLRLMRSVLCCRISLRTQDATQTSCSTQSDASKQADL
# EP2 antag: EP2 receptor (human) inhibition; P43116; C6 glioma cells expressing human EP2, cAMP TR-FRET; cells stimulated with saturating PGE2; inhibition, % at 25 µM; 0.52% of 260,000 active;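 active means percent inhibition above 40 after rounding to a whole number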;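 further: rat C6 glioma host cells with rolipram phosphodiesterase inhibitor present; the protocol text gives 20 µM as final concentration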
# 14-3-3 Bad PPI: disrupts binding of bovine 14-3-3 zeta to phospho-Bad peptide | 0.71% of 220,000 active | inhibition, % at 21.7 µM | P63103 | TR-FRET 14-3-3zeta/Dy647-pBad peptide displacement, 1 h;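 active means inhibition above about 70%, limit read from the data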;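 further: 0% = full 14-3-3 plus peptide FRET controls and 100% = background without 14-3-3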
# TbHK1 inh: T. brucei hexokinase 1 inhibition | recombinant TbHK1, G6PDH-coupled NADH A340 | AID 1430 | 0.11% of 220,000 active | inhibition, % at 10 µM;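 active means inhibition of 50% or more in the single-dose primary screen; inactive means inhibition below 50%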
# L929 necroptosis: L929 zVAD cell death inhibition. 0.38% of 220,000 active. viability rescue, % at 10 µM. L929 zVAD necroptosis rescue, ATP luminescence, 24 h; with zVAD 60 µM. AID 1377;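 active means activation, scaled between plate controls, above about 75%, limit read from the data; inactive means activation under that limit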;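 further: 0% = zVAD with DMSO and 100% = DMSO alone without zVAD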
# m-calpain inh: calpain II (pig) inhibition; 0.37% of 220,000 active; inhibition, % at 16 µM; purified calpain II, fluorogenic peptide substrate, 30 min;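 active means inhibition above about 50%, limit read from the data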
# Rad51 HR inh: blocks human Rad51 in homologous recombination | AID 1385 | inhibition, % at 10 µM | Q06609 | 0.085% of 200,000 active | hRad51 DNA strand exchange, fluorescence dequenching;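 active means inhibition above 40% at the single screening dose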;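 further: 0% = DMSO control wells and 100% = blanks with heterologous ssDNA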
#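 Assay system: Human Rad51 nucleoprotein filaments preassembled on unlabelled ssDNA | Reagent: Donor/quencher-labelled 47-bp dsDNA substrate | Doses: One concentration, 10 µM final | Times: 37 °C 15-min filament assembly, 30-min compound preincubation, 15-min exchange | Technique: Fluorescein emission 520 nm, excitation 485 nm | Benchmarks: Plate control and blank wells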
# eIF4E 4G PPI: blocks eIF4E binding to eIF4G; P63073+Q04637; TR-FRET eIF4E-eIF4GI(517-606) binding, 2 h; inhibition, % at 21.7 µM; 0.37% of 220,000 active; AID 782;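 active means inhibition above about 30%, limit read from the data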;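 further: 0% = full FRET control wells and 100% = background wells lacking eIF4GI fragment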
# * = called active by the depositor; i = inactive; nt = not tested or not shown; [ ] = remark or other dose. This is a subset; rates above refer to the full screens.
# Results follow in this order: Hck-Nef inh	EP2 modulator	EP2 antag	14-3-3 Bad PPI	TbHK1 inh	L929 necroptosis	m-calpain inh	Rad51 HR inh	eIF4E 4G PPI
- CCOC(=O)Cn1nc(-c2ccccc2)nc1-c1ccccc1
    0	-27	4	-2	6	0.5	-18	-12	6[fluorescence artefact?]
- O=C(c1cccs1)N1CCOCC1
    1	9	0	2	3	1.4	-212	-4	2
- Cc1noc(C)c1C(=O)Nc1sc2c(c1C(N)=O)CCCCC2
    10	-10	8	8	-3	0.3	4	-4	2
- O=C(NCc1ccccn1)Nc1ccc(F)cc1
    -15	-4	20	16	0	-1.5	-6	3	-1
- C/C(=N\NC(=O)CCc1ccc(S(=O)(=O)N2CCOCC2)cc1)c1ccc(OC(F)F)cc1
    14	23	10	-4	3	0.9	20	10	1
- Cc1c(Cl)cnc(NC(=O)COC(=O)CCS(=O)(=O)c2ccccc2)c1Cl
    1	-5	14	-17	6	-0.4	-56	-3	4
- Cc1ccc2nc(NC(=O)/C=C/c3ccc4c(c3)OCO4)sc2c1
    4	-22	7	19	27	0.6	-2	12	-3
- COCCN(C(=S)Nc1cc(C)ccc1C)C(C)c1cccnc1 (stereo not drawn)
    -1	5	8	-19	22	0.5	-6	4	4
- COc1ccc(NC(=O)Nc2cccc(OC)c2)cc1
    1	nt	7	nt	0	3.1	nt	2	nt
- CC(C)NC(=O)CSc1nc(N)c(NC(=O)c2ccco2)c(=O)[nH]1
    -5	29	5	-13	2	1.9	-19	1	-2
- CC1(C)CC(N2CCN(C(c3ccccc3)c3ccccc3)CC2)=CC(=[N+]2CCCCC2)C1
    -7	-31	7	31	-94	10	14	-13	2
- CCCCCn1c(SCC(=O)OCC)nc2cc(C(=O)NCc3ccco3)ccc2c1=O
    -1	9	nt	-2	-8	-0.1	-1	nt	2
- COc1cc(/C=N/Nc2snc(SC)c2C#N)cc(OC)c1OC
    1	-30	15	20[fluorescence artefact?]	-26	-0.2	-46	-8	-16[fluorescence artefact?]
- Oc1ccccc1Oc1c(F)c(F)nc(N2CCCC2)c1F
    6	23	6	-8	26	1.1	33	1	3[fluorescence artefact?]
- CCOc1ccc(S(=O)(=O)Nc2nc3ccccc3nc2Nc2ccc(N3CCOCC3)cc2)cc1
    -1	1	9	-5	-18	21	-14	-31	6[fluorescence artefact?]
- Cc1cccc(N2CCN(C3=NC(=O)C(=C4CCCCC4)S3)CC2)c1
    0	37	10	-12	7	-0.1	-12	-4	-11
- Cc1ccc(CN(CCO)CCO)cc1
    -3	0	2	-13	4	-0.2	8	11	1
- Cc1ccc2nc(Cl)c(/C=N/Nc3nc(C)cc(C)n3)c(=O)n2c1
    -9	18	13	13[fluorescence artefact?]	9	-0.1	-17	-2	-6
- CC(NC(=O)C(=O)N/N=C\c1ccc([N+](=O)[O-])cc1)c1ccccc1 (stereo not drawn)
    18	11	4	0	-20	7.9	18	-3	4
- Cc1nn(Cc2noc(C(=O)NCc3ccc(F)cc3)n2)c(C)c1Br
    -1	-11	5	-10	-7	-0.9	11	nt	3

# A draw from above in order of number of heavy atoms, lowest first.
# Results follow in this order: Hck-Nef inh	EP2 modulator	EP2 antag	14-3-3 Bad PPI	TbHK1 inh	L929 necroptosis	m-calpain inh	Rad51 HR inh	eIF4E 4G PPI
- O=C(c1cccs1)N1CCOCC1
    1	9	0	2	3	1.4	-212	-4	2
- Cc1ccc(CN(CCO)CCO)cc1
    -3	0	2	-13	4	-0.2	8	11	1
- O=C(NCc1ccccn1)Nc1ccc(F)cc1
    -15	-4	20	16	0	-1.5	-6	3	-1
- COc1ccc(NC(=O)Nc2cccc(OC)c2)cc1
    1	nt	7	nt	0	3.1	nt	2	nt
- Oc1ccccc1Oc1c(F)c(F)nc(N2CCCC2)c1F
    6	23	6	-8	26	1.1	33	1	3[fluorescence artefact?]
- CCOC(=O)Cn1nc(-c2ccccc2)nc1-c1ccccc1
    0	-27	4	-2	6	0.5	-18	-12	6[fluorescence artefact?]
- Cc1ccc2nc(NC(=O)/C=C/c3ccc4c(c3)OCO4)sc2c1
    4	-22	7	19	27	0.6	-2	12	-3
- Cc1cccc(N2CCN(C3=NC(=O)C(=C4CCCCC4)S3)CC2)c1
    0	37	10	-12	7	-0.1	-12	-4	-11
- Cc1c(Cl)cnc(NC(=O)COC(=O)CCS(=O)(=O)c2ccccc2)c1Cl
    1	-5	14	-17	6	-0.4	-56	-3	4
- CCCCCn1c(SCC(=O)OCC)nc2cc(C(=O)NCc3ccco3)ccc2c1=O
    -1	9	nt	-2	-8	-0.1	-1	nt	2
- C/C(=N\NC(=O)CCc1ccc(S(=O)(=O)N2CCOCC2)cc1)c1ccc(OC(F)F)cc1
    14	23	10	-4	3	0.9	20	10	1
- CCOc1ccc(S(=O)(=O)Nc2nc3ccccc3nc2Nc2ccc(N3CCOCC3)cc2)cc1
    -1	1	9	-5	-18	21	-14	-31	6[fluorescence artefact?]

# The results go on:
# Results follow in this order: Hck-Nef inh	EP2 modulator	EP2 antag	14-3-3 Bad PPI	TbHK1 inh	L929 necroptosis	m-calpain inh	Rad51 HR inh	eIF4E 4G PPI
- COc1ccc(Cc2nnc(N=Nc3c(O)[nH]c4ccc(Br)cc34)[nH]c2=O)cc1
    30	-77	10	-17	-23	6.5	-78	8	-5
- Cc1ccc(S(=O)(=O)/N=c2\sccn2C)cc1
    2	12	16	-6	0	0.0	-20	5	3[fluorescence artefact?]
- Clc1cccc(C2CCN(Cc3nc(CC4CC4)no3)C2)c1 (stereo not drawn)
    12	-57	4	-4	0	-1.0	16	3	3
- Cc1ccc(NC(=O)CSc2nccn2Cc2ccccc2)cc1C
    0	-16	-3	-6	4	0.6	-14	-1	-2
- O=C(CNC(=O)c1ccccc1F)NCCOc1cccc(Cl)c1Cl
    -2	-57	7	2	36	1.9	16	-5	-4
- Cc1ccc(-n2cccc2/C=N/n2cnnc2)cc1Cl
    2	27	21	-1	-27	-0.1	-38	14	-2
- Nc1nnc(CCS(=O)(=O)c2ccc(Cl)cc2)s1
    1	36	7	-12	-3	-0.4	9	-6	-3
- CCc1cccc2c(C(=O)COC(=O)c3ccc(O)cc3)c[nH]c12
    1	-54	5	-9	2	77*	-19	-2	12
- CC(C)Oc1ccc(NC(=O)c2ccncc2)cc1
    13	18	10	-4	-11	-0.7	-3	-4	2
- Cc1ccc(NC(=S)NNC(=O)C2CC2c2ccc(C)cc2)cc1 (stereo not drawn)
    -10	-28	6	-13	16	nt	-1	4	1[fluorescence artefact?]
- Cc1nn(-c2ccccc2)c2nc(-c3ccco3)cc(C(=O)O)c12
    1	11	24	3	-27	-0.4	-114	-4	19
- CCCCNC(=O)c1ccc(NS(=O)(=O)c2ccccc2)cc1
    0	-12	3	1	4	0.6	28	9	-4
- CN(C)c1ccc(-c2nc3ccccc3n2C)cc1
    0	nt	26	nt	-36	4.5	nt	1	nt
- COc1cc2c(cc1OC)CN(C(=S)Nc1ccc(OC(F)F)cc1)CC2
    25	-77	2	-7	0	6.8	-34	31	-2
- Cc1c(NC(=O)COC(=O)COc2ccc(Nc3ccccc3)cc2)c(=O)n(-c2ccccc2)n1C
    29	-14	8	-24	-1	2.7	-131	7	2
- Fc1ccccc1CN(CCN1CCOCC1)C(=S)Nc1ccccc1Cl
    23	17	7	-12	0	-1.1	0	1	-4
- Cc1cccc(NC(=S)N/N=C/c2ccc([N+](=O)[O-])s2)c1
    0	-40	14	13	-7	0.2	29	-3	3
- COc1ccc(-c2cn(-c3ccc(C)cc3)c(=O)n2CC(=O)Nc2cccc(F)c2)cc1
    -2	4	2	-22	-5	-0.5	5	-1	5
- Cc1ccc(S(=O)(=O)N2CCOCC2)cc1NC(=O)CNCC1CCCCC1
    -18	-7	6	27	3	-0.6	-3	-11	-6
- COc1ccc(C=NC(CO)C(O)c2ccc([N+](=O)[O-])cc2)cc1 (stereo not drawn)
    1	16	14	-2	-5	-0.3	-21	17	2
- O=C(c1ccc(Cl)c([N+](=O)[O-])c1)N(Cc1ccccc1)C1CCS(=O)(=O)C1 (stereo not drawn)
    -1	0	12	-8[fluorescence artefact?]	-1	-1.4	4	5	-1[fluorescence artefact?]
- Cc1ccc(C2C(C#N)=C(N)Oc3c2oc(CO)cc3=O)o1 (stereo not drawn)
    nt	21	4	-7[fluorescence artefact?]	nt	nt	17	7	-6
- C=CCn1c(N)c(S(=O)(=O)c2cccs2)c2nc3ccccc3nc21
    22	10	16	-4	-10	0.8	i	9	-1
- CCc1noc2c1/C(=N\O)CC(c1ccccc1)C2 (stereo not drawn)
    2	-26	9	-6	-3	0.0	-2	-4	0
- COc1ccc(S(=O)(=O)N(C)CC(=O)Nc2ccc(C)cc2)cc1OC
    -13	-2	5	-4	7	39	15	6	4
- O=C(/C=C/c1ccco1)Nc1ccc(Oc2ccccc2)cc1
    0	-69	13	3	1	-0.1	5	-2	4[fluorescence artefact?]
- O=c1c2c(nc3nc(CCc4ccccc4)[nH]n13)CCC2
    6	5	4	-14[fluorescence artefact?]	2	-0.1	-43	2	3[fluorescence artefact?]
- COc1ccc(-c2cc(C(=O)OC(C)C(=O)Nc3c(C)n(C)n(-c4ccccc4)c3=O)c3ccccc3n2)cc1 (stereo not drawn)
    1	7	8	5[fluorescence artefact?]	-20	0.5	-110	3	-1[fluorescence artefact?]
- COc1cc(OC)c(/C=N/NC(=O)Cn2nc([N+](=O)[O-])cc2C)c(OC)c1
    25	17	9	2	-11	-0.1	-20	14	-6
- CCc1c(C#N)c(SCCC(=O)Nc2cccc(OC)c2)nc2c1C(=O)CC(C)(C)C2
    1	0	7	6	-7	-0.5	-10	1	-4
- c1ccc(CSCc2nc3ccccc3[nH]2)cc1
    -1	-22	4	-9	31	2.0	0	-1	5
- NC(=O)C(=O)NN=C1C2CC3CC(C2)CC1C3
    10	-29	12	22	-1	1.7	13	3	2
- COc1cccc(-n2nnnc2SCC(=O)NCCc2ccccc2)c1
    2	-28	23	-8	40	-0.1	-22	nt	3
- O=C(CCCc1ccccc1)Nc1cccnc1Cl
    16	4	8	-12	-3	1.2	19	13	2
- CCCOc1ccc(C2c3c(oc4cc(C)c(C)cc4c3=O)C(=O)N2CCCN(C)C)cc1 (stereo not drawn)
    1	25	5	-12	-7	0.1	9	-1	-1[fluorescence artefact?]
- CCN(CC)/C(N)=N/c1nc(C)cc(C)n1
    19	-6	3	8	3	0.1	21	1	3
- COc1ccc(CNc2ccccc2SC)cc1OC
    -1	21	21	74*	-9	0.8	0	-5	-7
